LGR2 antag: inhibitors of bursicon-induced Drosophila LGR2 receptor cAMP signaling | HEK293 LGR2, CRE-luciferase, bursicon-stimulated, 4 h | 380,000 compounds, 0.35% hits | inhibition, % at 9.99 µM;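 active means drop in luminescence signal, shown as inhibition above about 50% in the replicate tests, limit read from the data, passing the limit was not always enough; inconclusive means probably only some replicates passing the limit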;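 further: agonist challenge used bursicon conditioned medium at about half maximal strength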
FN deposit inh: fibronectin deposition inhibition | AID 743247 | inhibition, % at 12.6 µM | 350,000 compounds, 0.086% hits | AH1F fibroblasts, Alexa488-fibronectin deposition fluorescence, overnight;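 active means mean inhibition across replicates of 30% or more, regardless of how many single replicates reach that level; inconclusive means mean under 30% yet at least half of replicates reach 30%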;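 further: positive control wells lacked labelled fibronectin entirely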
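Assay system: AH1F fibroblasts / Quantity: 10000 cells per well / Medium: DMEM plus 2% serum, read in PBS / Reagent: labelled fibronectin 24 nM / Dosing: single dose, pinned / Times: 1 h cell attachment, overnight exposure to compound and label / Signal: fluorescence, ex 485 nm, em 525 nm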
S100A4 MyoIIA: S100A4-myosin IIA interaction inhibition | P26447 | S100A4/TAMRA-MyoIIA peptide fluorescence polarization | inhibition, % at 10.7 µM | 360,000 compounds, 0.14% hits | AID 652163;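 active means mean inhibition of at least 70% across replicates, with every replicate also reaching that level; inconclusive means mean inhibition reaches 70% but some replicates fall short; inactive means mean inhibition below 70%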
Target sequence (P26447 whole entry, looked up): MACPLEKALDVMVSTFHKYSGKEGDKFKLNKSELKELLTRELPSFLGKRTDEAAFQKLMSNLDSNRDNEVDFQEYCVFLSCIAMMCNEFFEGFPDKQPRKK
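Material: human S100A4 monomer with TAMRA-labelled myosin IIA peptide; buffer or medium: HEPES pH 7.2 with CaCl2, KCl, NaCl, DTT, Triton; compound dosing: one concentration per compound; schedule: 5 min incubation before reading; benchmarks: neutral control DMSO, positive control TFP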
Statin myotox sup: protects C2C12 myotubes from simvastatin toxicity; 330,000 compounds, 0.78% hits; rescue of ATP level, % at 7.49 µM; ATP luminescence, 48 h; scaled: DMSO 0, geranylgeraniol control 100;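 active means mean ATP rescue above about 67%, or every replicate alone reaching that limit, limit read from the data, passing the limit was not always enough; inconclusive means no clear call, values can overlap the other calls; inactive means mean under the limit and some replicate under it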;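 further: myotubes were challenged with 10 µM simvastatin during compound exposure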
SIRT5 inh: sirtuin-5 (human) deacylase inhibition; Q9NXA8; Purified SirT5, succinyl-peptide AMC, trypsin-coupled fluorescence; inhibition, % at 15 µM; 330,000 compounds, 1.1% hits; AID 652115; in the data active means inhibition above about 15%; inconclusive means no clear call, values can overlap the other calls
Target sequence (Q9NXA8 whole entry, looked up): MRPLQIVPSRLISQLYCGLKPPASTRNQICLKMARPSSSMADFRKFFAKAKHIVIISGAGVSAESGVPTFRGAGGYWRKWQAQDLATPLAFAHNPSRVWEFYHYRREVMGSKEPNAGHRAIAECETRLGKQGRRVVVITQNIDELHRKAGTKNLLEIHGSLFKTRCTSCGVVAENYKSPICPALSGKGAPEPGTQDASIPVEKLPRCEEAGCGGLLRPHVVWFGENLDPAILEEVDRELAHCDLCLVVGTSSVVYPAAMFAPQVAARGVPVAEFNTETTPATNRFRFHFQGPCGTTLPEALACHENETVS
esBAF inh: SWI/SNF esBAF complex inhibition; 350,000 compounds, 2% hits; reporter increase, % at 12.5 µM; AID 602393; mouse ES cells, Bmi1-luciferase knock-in reporter, 24 h; 100% = twice the neutral-well signal; in the data active means activation above about 40%; inconclusive means no clear call, values can overlap the other calls;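 further: 0% = median of the plate's neutral control wells and 100% = double that signal; a rise in the Bmi1 reporter signal indicates esBAF inhibition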
CASP6 VEID inh: inhibitors of human caspase-6. P55212. purified caspase-6, Z-VEID-R110 cleavage fluorescence. inhibition, % at 12.5 µM. 350,000 compounds, 0.53% hits;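 active means mean inhibition across replicates at least about 35%, with every replicate also reaching that limit, limit read from the data; inconclusive means only one of the two criteria met; inactive means neither criterion met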;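 further: 0% = median of neutral control wells and 100% = no fluorescence left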
Target sequence (P55212 24-179 limits assumed): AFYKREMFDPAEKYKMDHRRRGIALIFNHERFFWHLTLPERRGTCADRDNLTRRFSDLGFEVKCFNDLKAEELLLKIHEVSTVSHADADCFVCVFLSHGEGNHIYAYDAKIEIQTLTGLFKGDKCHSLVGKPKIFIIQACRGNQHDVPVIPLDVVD
Target sequence (P55212 194-293 limits assumed): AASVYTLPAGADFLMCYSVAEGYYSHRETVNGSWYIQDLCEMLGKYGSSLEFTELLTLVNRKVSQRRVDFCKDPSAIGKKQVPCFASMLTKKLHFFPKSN
* marks the source's active call; other numbers are inactive results; ? = inconclusive; · = no result given.

SMILES	LGR2 antag	FN deposit inh	S100A4 MyoIIA	Statin myotox sup	SIRT5 inh	esBAF inh	CASP6 VEID inh
O=C(CN1CCOCC1)Nc1ccc(Oc2ccc(NC(=O)CN3CCOCC3)cc2)cc1	-14	-2	·	2	·	-3	·
COC(=O)c1sccc1NC(=O)Nc1ccc(OC)c(OC)c1	0	10	-2	2	-2	4	0
O=C(Nc1ncc(S(=O)(=O)c2ccc([N+](=O)[O-])cc2)s1)c1cccc2ccccc12	·	0	6	·	1	·	3
COCCCNC(=O)c1ccc2c(c1)CCN2S(C)(=O)=O	-5	3	·	-5	·	2	·
CNC(=O)CC1C(=O)N(C)C(=S)N1NC(=O)c1ccccc1 (stereo not given)	-15	-3	-2	-1	1	7	0
COC(=O)c1ccccc1NC(=O)NC1CCCC1	-2	1	?	·	-3	·	3
CCCCCC(=O)NNC1CC(=O)N(c2ccccc2)C1=O (stereo not given)	8	2	2	·	3	·	-2
O=C(CCc1nc(-c2ccccc2Cl)no1)NCC1CCCO1 (stereo not given)	10	·	4	3	-3	-3	-1
O=C(CCNC(=O)c1ccc(Br)o1)NCc1ccccn1	-4	1	·	-9	·	-1	·
C[C@H](CO)N1C[C@H](C)[C@H](CN(C)C(=O)Nc2cccc3ccccc23)Oc2c(NC(=O)Nc3ccc(F)cc3)cccc2C1=O	11	·	0	-17	5	-3	1
Cc1ccc(OCCN(C)C(=O)C2CCC(=O)N(Cc3ccccc3F)C2)cc1 (stereo not given)	-6	-3	-4	9	-1	-11	-4
CO[C@@H]1CN(C)C(=O)c2cc(NC(=O)c3ccccc3)ccc2OC[C@H](C)N(CC2CC2)C[C@@H]1C	14	·	·	14	·	3	·
CCN(C(=O)COC(=O)c1ccc2c(c1)OCO2)c1ccccc1	30	-14	-14	0	0	3	0
C[C@H]1CN([C@@H](C)CO)S(=O)(=O)c2ccc(C3=CCCCC3)cc2O[C@H]1CN(C)C(=O)Cc1ccccc1	1	-11	-5	-5	13	7	2
COc1ccc(S(=O)(=O)N(C)C[C@@H]2Oc3ccc(NC(=O)CCC(F)(F)F)cc3CC(=O)N([C@H](C)CO)C[C@@H]2C)cc1	-37	·	-7	-14	0	0	1
Cc1ccc(NC(=O)c2ccc(NCc3ccc(F)cc3)nc2)cc1	16	-5	-1	-7	-1	2	0
O=C(CSc1n[nH]c(-c2ccncc2)n1)Nc1ccc(Cl)c(C(=O)O)c1	-5	-5	1	-1	-1	-2	2
COc1ccccc1-c1ccc2c(c1)[C@H]1[C@H](CCN1C(=O)C1CCC1)[C@H](CO)N2	-12	11	-1	·	2	·	1
O=C(C1CC1)N1CCCCN2[C@H](CO)[C@H](c3ccc(C#CC4(O)CCCC4)cc3)[C@H]2C1	·	·	-7	·	-1	·	1
CC(=O)Nc1ccc(C(=O)Nc2cccc(S(=O)(=O)N(C)c3ccccc3)c2)cc1	4	1	0	-13	-2	5	-2
CCOc1cnc(-c2c(-c3c(Cl)cccc3Cl)noc2C)o1	9	1	4	-3	-4	3	-2
C[C@H]1CN([C@@H](C)CO)C(=O)c2cccc(NC(=O)c3cnccn3)c2O[C@@H]1CN(C)S(=O)(=O)c1cn(C)cn1	5	-3	2	·	-6	-2	-3
C[C@H](CO)N1C[C@H](C)[C@H](CN(C)S(=O)(=O)c2cccs2)Oc2ccc(NC(=O)C3CCCCC3)cc2CC1=O	-7	·	-27	-39	9	4	2
CC(C)(C)c1cc(/C=N/NC(=O)C[n+]2ccccc2)cc(C(C)(C)C)c1O	-9	-2	0	-1	-3	-3	-5

Some of these compounds in order of heavy-atom count, rising.
SMILES	LGR2 antag	FN deposit inh	S100A4 MyoIIA	Statin myotox sup	SIRT5 inh	esBAF inh	CASP6 VEID inh
Cc1ccc(NC(=O)c2ccc(NCc3ccc(F)cc3)nc2)cc1	16	-5	-1	-7	-1	2	0
CC(=O)Nc1ccc(C(=O)Nc2cccc(S(=O)(=O)N(C)c3ccccc3)c2)cc1	4	1	0	-13	-2	5	-2
O=C(C1CC1)N1CCCCN2[C@H](CO)[C@H](c3ccc(C#CC4(O)CCCC4)cc3)[C@H]2C1	·	·	-7	·	-1	·	1
C[C@H]1CN([C@@H](C)CO)S(=O)(=O)c2ccc(C3=CCCCC3)cc2O[C@H]1CN(C)C(=O)Cc1ccccc1	1	-11	-5	-5	13	7	2
COc1ccc(S(=O)(=O)N(C)C[C@@H]2Oc3ccc(NC(=O)CCC(F)(F)F)cc3CC(=O)N([C@H](C)CO)C[C@@H]2C)cc1	-37	·	-7	-14	0	0	1

Following part
SMILES	LGR2 antag	FN deposit inh	S100A4 MyoIIA	Statin myotox sup	SIRT5 inh	esBAF inh	CASP6 VEID inh
CCC1=C(OC(=O)N(CC)CC)N2C(=O)OC(=NCC3CC3)[C@]2(Cc2ccccc2)[C@H]2C1=CC[C@H]1C(=O)NC(=O)[C@H]12	13	9	0	5	·	5	-1
Cn1nc(C(=O)NNC(=O)c2ccccc2F)c2ccccc2c1=O	-12	4	0	1	1	-4	0
C[C@@H]1CN([C@@H](C)CO)C(=O)c2cccc(NS(=O)(=O)c3ccc(F)cc3)c2O[C@H]1CN(C)C	3	4	9	-1	2	0	0
CCN(CC)CCNC(=S)NC(=O)c1cn(-c2ccccc2)nc1-c1ccc(OC)cc1	45	-4	-7	·	-1	·	-3
Cn1c(=O)c2c(ncn2CC(=O)Nc2ccc3c(c2)OCO3)n(C)c1=O	-11	-2	6	1	0	0	5
COC(=O)C[C@H]1C=C[C@H](N)[C@H](CO)O1	10	-9	-25	3	-3	-2	-2
O=C(O)[C@H]1[C@H](CO)[C@H]2Cn3c(ccc(C4=CCCCC4)c3=O)[C@H]2N1C(=O)Cc1cccnc1	-4	·	5	·	-4	·	-2
CCNC(=O)C[C@@H]1CC[C@H]2[C@H](COc3ccc(NC(=O)c4cscn4)cc3C(=O)N2C)O1	8	-2	14	3	0	-5	4
O=C(/C=C/c1cccc(OCc2ccccc2)c1)c1cccnc1	15	10	-13	·	-2	·	2
CCOC(=O)C1(C)CCCN(C(=O)c2cccnc2SC)C1 (stereo not given)	-11	2	-16	-3	-4	9	-4
C[C@H](CO)N1C[C@H](C)[C@H](CN(C)C(=O)c2ccncc2)OCCCC[C@H](C)Oc2ccc(NS(=O)(=O)c3ccc(Cl)cc3)cc2C1=O	4	-11	10	·	4	-2	-2
C[C@@H]1CCCCO[C@@H](CN(C)S(=O)(=O)c2ccc(F)cc2)[C@H](C)CN([C@@H](C)CO)C(=O)c2cc(NS(C)(=O)=O)ccc2O1	-3	·	6	6	4	-3	2
CCCN1[C@@H]2c3ccc(C4=CCCC4)c(=O)n3C[C@H]1[C@H](CO)[C@H]2C(=O)NCc1ccccn1	10	·	2	-12	2	-13	1
COc1ccccc1N1C(=O)CC(Nc2ccc(N3CCOCC3)cc2)C1=O (stereo not given)	·	3	·	11	·	-4	·
COc1ccccc1N1CCN(C(=O)CNC(=O)c2ccc(Cl)cc2Cl)CC1	-3	-1	-3	4	-1	-3	2
C=CCSc1nnc(NC(=O)c2ccc3c(c2)OCCO3)s1	-1	-1	-4	4	-9	-26	3
C[C@@H]1CN([C@@H](C)CO)C(=O)CCCn2nncc2CO[C@@H]1CN(C)Cc1ccccc1C(=O)O	-13	1	7	-7	7	-10	3
CC1CN(c2ccc(Cl)cc2)c2nc3c(c(=O)[nH]c(=O)n3C)n2C1 (stereo not given)	-14	3	-4	-4	4	-2	1
COc1cccc(CNC(=O)c2cc3c(c(-c4cccc(-c5cccc(C#N)c5)c4)n2)[C@H](CCO)N(S(=O)C(C)(C)C)C3)c1 (stereo not given in full)	-15	16	-21	-7	0	6	5
CCCN(c1ccc(OCC)cc1)S(=O)(=O)c1ccc2c(c1)NC(=O)CO2	-6	-11	1	-7	3	0	6
COc1cccc(C(=O)NOCc2ccc(C)cc2)c1OC	-6	-1	-1	-1	1	4	-1
Oc1ccc(/C=N\Nc2cc(N3CCOCC3)nc(N3CCOCC3)n2)c(O)c1	29	10	-5	-7	3	1	7
COc1ccccc1C=C1SC(=S)NC1=O	-6	-4	8	·	0	·	-12
COc1cc(/C=N/Nc2nc3ccccc3[nH]2)ccc1O	-17	8	10	0	4	47*	4
COCCNC(=O)NC(=O)COC(=O)c1cccn1C	-23	·	4	·	-5	·	2
O=C(c1cn(-c2ccccc2)nc1-c1ccc(Cl)s1)N1CCOCC1	·	-2	·	-4	·	1	·
N#Cc1nc(-c2ccco2)oc1NCCN1CCOCC1	1	-3	·	-11	·	-5	·
Cc1ccc(C(=O)N/C(=C/c2ccccc2)C(=O)NCC2CCCO2)cc1 (stereo not given)	14	·	-2	2	-3	-2	4
O=C(COC(=O)c1n[nH]c2ccccc12)NC(=O)NC1CCCCC1	9	-2	1	-11	-1	4	0
CN1CCCN(C(=O)CC2(CC(=O)O)CCCCC2)CC1	45	4	-4	1	-3	-3	-34
Cc1ccc(-n2nnnc2SCC(=O)Nc2sccc2C#N)cc1	-10	·	·	-8	·	-9	·
C[C@H](O)C#Cc1ccc2c(c1)O[C@H](CN(C)C(=O)Cc1ccccn1)[C@H](C)CN([C@@H](C)CO)S2(=O)=O	8	·	0	4	0	0	0
CCOC(=O)c1cc(NC(=O)N(C)C2CCCCC2)c(C)nc1C	12	6	-9	11	3	-8	0
COc1ccc(-c2ccc([C@H]3[C@H]4C=CC[C@@H](C)[C@@H]4C(=O)N3Cc3ccccc3)c(F)c2)cc1OC	7	11	0	10	-2	21	-2
Cc1ccc(NC(=O)C[n+]2cc(-c3ccc(C)cc3)n3c2CCC3)cc1	·	0	-2	-193	-7	-9	-1
CCCCn1nnnc1C1(C)CCC(=O)N1Cc1ccc(OC)c(OC)c1 (stereo not given)	-2	8	-1	·	·	·	-2
C=CCC[C@H](CCCCC)OC(=O)/C=C/[C@H](O)[C@@H](O)C[C@H](O)CC=C	-1	-2	-7	·	2	·	1
Cc1c(C(=O)OC2CCCCC2)sc2nc[nH]c(=O)c12	-29	7	·	-25	·	12	·
C=CCOc1ccc(C2NC(=O)c3ccccc3O2)cc1OC (stereo not given)	-19	3	-4	4	·	-3	-2
COC(=O)CN(c1cc(Cl)ccc1OC)S(=O)(=O)c1ccc(OC)c(OC)c1	5	-2	4	·	-2	·	1
CC1(C)CC(C(CC(=O)Nc2nccs2)c2ccccc2)CCO1 (stereo not given)	-11	8	-1	·	-1	·	-3
Cc1ccc(NS(=O)(=O)c2ccc3c(c2)NC(=O)C(C)C(=O)N3)c(Br)c1 (stereo not given)	2	-2	-2	-10	-3	4	-2
COc1ccc(S(=O)(=O)Nc2ccc3c(c2)C(=O)N(C)C[C@@H](OC)[C@@H](C)CN[C@H](C)CO3)cc1	7	-5	-10	-6	-1	-4	0
CC(C(=O)Nc1ccccc1)N1CCN(C(=O)c2ccco2)CC1 (stereo not given)	-16	-5	16	-9	-1	-3	-3
CCOc1ccc(NC(=O)c2ccc(NC(=O)c3ccc(CN4CCOCC4)cc3)cc2)cc1	0	-7	4	0	-10	-5	-53
O=C(NCCCNC(=O)c1cc(Cl)ccc1Cl)c1ccco1	0	14	6	12	-2	-4	0
COc1ccccc1Cc1c(-c2ccco2)nc2c3ccccc3ccn12	16	1	-10	·	-2	·	6
N#CCc1nc(CSc2nc3ccccc3o2)cs1	-30	·	3	11	-4	102*	5
COc1ccc(OC)c(CN2CCN(C(=O)c3cccc(S(=O)(=O)Nc4ccccc4OC)c3)CC2)c1	8	13	-2	-6	0	-3	-105
CCOc1ccc(-n2c(C)nnc2SCC(=O)N(CC)CC)cc1	·	9	·	18	·	-10	·
CC(=O)OCC(=O)[C@@]1(OC(C)=O)[C@@H](C)C[C@H]2[C@@H]3C[C@H](F)C4=CC(=O)C=C[C@]4(C)[C@@]3(F)[C@@H](O)C[C@@]21C	4	-5	-8	4	-3	-4	·

An excerpt. The share of hits here may be higher or lower than overall.
